Compound activity deposited in PubChem by Fisher Drug Discovery Resource Center.
mcGAS MS inh: blocks mouse cGAS cGAMP production; recombinant mouse cGAS, cGAMP by RapidFire MS; AID 1259397; 0.18% of 130,000 active; inhibition, % at 12.5 µM;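 active means inhibition of cGAS enzyme activity at or above 60%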;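 further: enzyme stimulated by 45 bp dsDNA with ATP and GTP substrates; cGAMP share of summed cGAMP plus half ATP and half GTP signals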
Target sequence (Q8C6L5 whole entry, looked up): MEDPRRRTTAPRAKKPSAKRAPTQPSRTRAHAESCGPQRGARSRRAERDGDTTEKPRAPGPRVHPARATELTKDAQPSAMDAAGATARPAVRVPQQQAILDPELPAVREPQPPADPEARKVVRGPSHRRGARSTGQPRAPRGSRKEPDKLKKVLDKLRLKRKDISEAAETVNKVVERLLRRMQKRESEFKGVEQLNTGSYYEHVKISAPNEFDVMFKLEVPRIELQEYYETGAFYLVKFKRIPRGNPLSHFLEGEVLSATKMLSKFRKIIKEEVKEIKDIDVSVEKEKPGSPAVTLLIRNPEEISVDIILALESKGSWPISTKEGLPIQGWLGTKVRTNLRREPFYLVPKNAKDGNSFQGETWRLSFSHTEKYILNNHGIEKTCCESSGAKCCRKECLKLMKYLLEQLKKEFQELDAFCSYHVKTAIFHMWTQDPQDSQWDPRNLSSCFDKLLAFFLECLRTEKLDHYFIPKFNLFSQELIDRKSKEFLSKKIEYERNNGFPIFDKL
Starred values were filed as active, the others as inactive; & = joins results of further samples. Not all compounds are listed; the hit share may differ from the screen's.

SMILES	mcGAS MS inh
Cc1cc(NC(=O)C(C)n2cc([N+](=O)[O-])cn2)no1 (stereo not drawn)	-26
Cc1ccc(C(=O)COc2ccc3oc(=O)cc(C)c3c2)cc1	-18
CCOC(=O)c1cnn(C2CCN(C(C)C(=O)NC3CC3)CC2)c1N (stereo not drawn)	1
O=C(CN1CCCCCCC1=O)NCCc1ccccc1F	-7
CC(=O)c1cc(CN2CCC(N3CCC(C(=O)NC4CC4)CC3)CC2)cs1	-8
c1cc(-c2noc(CSc3nnnn3C3CC3)n2)cs1	-7
Cc1ccc(C(C)Nc2nc(CN3CCOCC3)nc3sc4c(c23)CCC(C)C4)o1 (stereo not drawn)	-7
CC1(C)/C(=C\Br)C2(C(=O)O)CCC1C2 (stereo not drawn)	5
Cc1ccc(C(O)c2ncc(-c3cccc(C(F)(F)F)c3)[nH]2)cc1 (stereo not drawn)	-5
CC(Cc1cnccn1)NC(=O)c1cccc(-c2cccc(F)c2)c1 (stereo not drawn)	-5
CN(C)c1nccc(N2CCN(C(=O)CN3CCCOC3=O)CC2)n1	-6
COc1cc(C(=O)N/N=C(/C)c2cccc(NC(=O)C(C)(C)C)c2)cc(OC)c1OC	-6
CCN(CC)C(CNC(=O)c1ccc(N2CC(C)OC(C)C2)nc1)c1ccsc1 (stereo not drawn)	-8
Cc1nn2c(ncc3c(=O)n(-c4ncn[nH]4)ccc32)c1-c1ccc(F)cc1	-5
COc1ccc(CNC(=O)NNC(=O)c2ccc(F)cc2)cn1	-3
CNc1cnc(-c2ccc(OCCCN(C)C)nc2)cn1	-4
O=C(NC1CCCN(CCc2ccccc2)C1)c1c(F)ccc(F)c1F (stereo not drawn)	3
O=C(O)CN1C(=O)C2CCCCC2C1=O (stereo not drawn)	-1
Cc1cccc(OCC(=O)N2CCOC(Cc3ccccc3)C2)c1C (stereo not drawn)	-4
COc1ccccc1/C=C/C1=NC(=C\c2cccc(F)c2)/C(=O)O1	-1
O=c1c2nccnc2ncn1CC(c1ccccc1)N1CCCCC1 (stereo not drawn)	9
CCOC(=O)Cc1cc(=O)[nH]c(N=C(N)Nc2ccc(OCC)cc2)n1	-48
CC(C)(C)OCCOc1ccc2ncccc2c1	-3
CC(C)(Oc1ccc(F)cc1)C(=O)NC(c1ccccc1)C1CC1 (stereo not drawn)	-6
O=C(CCN1CCCCO1)NCc1cccnc1Oc1ccccc1F	-6
FC(F)(F)C1CN(c2ccnc3ccccc23)CCO1 (stereo not drawn)	-11
Cc1c([N+](=O)[O-])c([N+](=O)[O-])nn1CC(=O)N1CCCCC1	-10
C[P+](c1ccc2c(c1)OCCO2)(N1CCOCC1)N1CCOCC1	22
CCn1c(=O)c(C(=O)Nc2ccccc2)c(O)c2ccccc21	-7
CC(NC(C)c1ccc2ccccc2c1)C(=O)Nc1sccc1C#N (stereo not drawn)	-31
Cc1nc(C)c(C(=O)OC(C)C(=O)N2CCN(C(=O)c3ccco3)CC2)s1 (stereo not drawn)	6
CCOc1ccc(F)cc1NC(=O)C(=O)N1CCOC(C(N)=O)C1 (stereo not drawn)	-21
O=C(CC1CCCCC1)Nc1c2c(nn1-c1ccc([N+](=O)[O-])cc1)CSC2	-25
COc1ccc(C)cc1NC(=O)C(=O)NCC1CCN(C(=O)c2ccccc2F)CC1	-11
CN1CCN(c2ccc(F)cc2C(=O)N(C)Cc2ccsc2)CC1	-3
COc1cc(C(=O)CSC2=NCCS2)cc(OC)c1OC	-9&-6
CC(N)(C(=O)O)c1ccc(-c2nn[nH]n2)cc1 (stereo not drawn)	0
O=C1NCCN2CCN(C(=O)CCc3ccc(-c4cccs4)o3)CC12 (stereo not drawn)	17
CC1(C(=O)NS(=O)(=O)c2cccc(C#N)c2)CCN1C(=O)Cc1ccc(Cl)cc1Cl (stereo not drawn)	-6
CCc1ccccc1NCC(=O)Nc1ccc(C)c(S(=O)(=O)N(C)C)c1	-8
COC(=O)c1cc(Br)ccc1S(=O)(=O)N1CCNC(=O)C1	-10
CSc1ncc(Br)c(=O)[nH]1	-2
Cc1ccc(Cl)c2sc(N(CCN3CCOCC3)C(=O)c3ccc(C#N)cc3)nc12	0
O=C(NCCCn1nc(-c2ccccc2)ccc1=O)Nc1cccc(C(F)(F)F)c1	8
CC(=O)c1c(C)[nH]c(C(=O)N(Cc2ccc(F)cc2)C2CC2)c1C	6
COc1ccc(S(=O)(=O)NC(=O)C2(C)CCN2C(=O)c2cccc3ccccc23)cc1OC (stereo not drawn)	-19
Cc1ccc2nc(-c3cc(NC(=O)c4ccccc4C)ccc3Cl)oc2c1	-7
CCN(Cc1ccncc1)C(=O)c1cc(COc2c(C)cccc2C)on1	-3
c1ccc(-c2nc(SC(c3ccccc3)c3ccccc3)n[nH]2)cc1	-13
Cn1c(C2CCCN2C(=O)c2cn(-c3ccccc3)nn2)nc2ccccc21 (stereo not drawn)	-10
CC(C)c1ccc(C(C)CC(=O)N2CCS(=O)CC2)cc1 (stereo not drawn)	-7
CC1(C)OC2OC(C(O)c3cc(O)c4c(c3O)C(=O)c3ccccc3C4=O)C(C)(O)C2O1 (stereo not drawn)	-11
Cc1cc(NC(=O)C(=O)Nc2ccc(N3CCOC(C)C3)cc2)no1 (stereo not drawn)	-16
O=C(Nc1n[nH]c(C2CCCCC2)n1)C1CCCCC1	-18
Cc1cc(C)n2c(=S)n(CN(C)Cc3cccc(Cl)c3)nc2n1	5
N#Cc1ccc(/C=C/S(=O)(=O)c2ccc(Cl)cc2)cc1	-3
Cn1cnnc1SCc1nc(-c2ccc(Cl)cc2)no1	-3
O=C(CN1C(=O)[C@H](c2ccccc2)NC(=O)c2ccccc21)N[C@@H]1CCCC[C@H]1N1CCOCC1	-5
O=C(NCCN1CCn2cc(OCc3ccccc3)c(=O)cc2C1=O)c1ccccc1F	-5
CNC(=O)[C@@H]1C[C@H](N)CN1Cc1cc(OC)c(OC)cc1F	-16
Remaining list, next part
SMILES	mcGAS MS inh
O=C(Nc1ccnn1C1CCN(Cc2cc3ccccc3s2)CC1)C1CCCC1	5
CC(C)CC1NC(=O)c2cnn(-c3ccccc3F)c21 (stereo not drawn)	5
OCc1csc(COc2ccc(CNC3CCCCC3)cc2)n1	-8
COc1cccc(NC(=S)N(C)Cc2ccccc2F)c1	-1
Cn1cc(CCC(=O)N2CCC3(CCCN(CC4CCC4)C3=O)C2)cn1 (stereo not drawn)	-4
Cc1nc(CSCC(=O)NC2CCC(C)CC2)cs1 (stereo not drawn)	-12
O=C(CCC1CCCN(Cc2ccc(C3CCCCC3)s2)C1)N1CCOCC1 (stereo not drawn)	-9
O=C(Cc1noc(-c2cscn2)n1)NC1CCCCC1	2
Cc1cc(C)c(-c2n[nH]c(=S)o2)c(C)c1	-9
COC(=O)Cn1cnc2c(nnn2-c2ccc(F)cc2)c1=O	8
CC(C)(C)CC(=O)Nc1cnn(-c2ccccc2S(C)(=O)=O)c1	0
O=C(c1ccc(OC2CCN(Cc3ccccn3)CC2)cc1)N1C[C@H]2CC[C@H]1C2	-3
OCCc1ccc(-c2noc(C3CCC3)n2)cc1	15
Cn1nc(C(=O)NC(Cc2nc3ccccc3n2C)c2ccccc2)ccc1=O (stereo not drawn)	-15
CNC(=O)CN1c2ccccc2C(=O)N(C)C1c1csc(C(C)C)n1 (stereo not drawn)	4
Cc1cc(C)c(C(=O)N2CCc3onc(-c4ccc(Cl)cc4)c3C2)o1	-5
O=C(CSc1nnnn1C1CC1)c1ccc2c(c1)CCC2	-9
CC(C(=O)Nc1ccc2c(c1)C(=O)N(CC1CC1)C2=O)n1ccnc1 (stereo not drawn)	-2
CC(C)NC(=O)NC(=O)COC(=O)C1CC2CCCC(C1)C2=O (stereo not drawn)	-20
Cc1ccccc1C(=O)NCCC(=O)Nc1ccc2ccccc2n1	18
Cc1noc(C)c1C(C)C(=O)N(C)c1ccc(Oc2ccccc2)cc1 (stereo not drawn)	-25
Cn1nc(Sc2ccc3c(c2)OCCO3)c(=O)n(C)c1=O	-19
O=C(Nc1nccs1)c1c(O)c2c([nH]c1=O)CCCC2	-9
COc1nn(C)cc1C(=O)N1CCN(C2=NN=C(c3ccccc3)CS2)CC1	-7
COc1ccc(CSc2nnc(N)s2)cc1	-1
Cc1cc(NC(=O)CNc2ccc(F)c(-n3nnnc3C)c2)n(C)n1	2
C/C(=C\c1cc(Cl)ccc1O)CN1CCN(c2ncc(F)cn2)CC1	-10
COC(=O)C(NCc1ccc(Cl)s1)C(C)(C)C (stereo not drawn)	-3
CN(C(=O)COc1cccc(-n2cnnn2)c1)C1CCS(=O)(=O)C1 (stereo not drawn)	-4
Cc1cc(C)c(C(=O)N2CCN(C(=O)c3cccs3)CC2)cc1C	-12
COc1ccccc1C(O)CNc1nccc(-c2ccc(C)nc2C)n1 (stereo not drawn)	-12
Cc1cc(COc2ccccc2)oc1C(=O)NC1CCCCNC1=O (stereo not drawn)	-17
CC(C(=O)NC(=O)NC1CC1)N(C)Cc1c(F)cccc1Cl (stereo not drawn)	-9
COc1cc(/C=C/C(=O)NCC2COc3ccccc3O2)ccc1OCC#N (stereo not drawn)	-34
CN(Cc1nc2ccc(F)cc2[nH]1)C(=O)[C@@H](N)Cc1ccc(O)cc1	0
Cc1cc(=O)n(C)cc1NC(=O)c1cnn(-c2ccccc2)c1C	-9
CC(C)Cc1noc(CNC(=O)NCc2ccco2)n1	-1
CCC(=O)N(c1nnc(SCC(=O)c2ccc(C)s2)s1)C1CC1	-6
COc1ccc(-n2c(CCN3CCN(C)CC3)n[nH]c2=S)cc1	-14
Nc1nnc(CCCNC(=O)C2(c3ccccc3F)CC2)s1	-20
CC(C)(Oc1ccc(Cl)cc1)C(=O)N1CCn2c(nnc2C(=O)NCC2CC2)C1	-3
O=C(Nc1cccc(-c2ccc(F)cc2)c1)C1CCCN(C(=O)c2cncs2)C1 (stereo not drawn)	-8
Cc1ccc(OCc2nc(Cn3ncc(Cl)c(Cl)c3=O)cs2)cc1	-2
CN1C(=O)C(Cc2ccc(Br)s2)C(=O)N(C)C1=O	4
NC(=O)C1CCCN(CCCNC(=O)C2(c3ccc(Cl)cc3)CCCC2)C1 (stereo not drawn)	-45
CN1CCOC(C(=O)Nc2ccc(NCCc3ccccc3)cc2)C1 (stereo not drawn)	-6
CCC1CN(C(=O)c2cnc(N)nc2C)CCC(=O)N1Cc1ccccc1 (stereo not drawn)	-14
O=C(c1ccccn1)N1CCN(Cc2ccccc2)CC1	-5

Among those listed so far, these contain a thiophene ring, fused or not:
SMILES	mcGAS MS inh
CC(=O)c1cc(CN2CCC(N3CCC(C(=O)NC4CC4)CC3)CC2)cs1	-8
c1cc(-c2noc(CSc3nnnn3C3CC3)n2)cs1	-7
Cc1ccc(C(C)Nc2nc(CN3CCOCC3)nc3sc4c(c23)CCC(C)C4)o1 (stereo not drawn)	-7
CCN(CC)C(CNC(=O)c1ccc(N2CC(C)OC(C)C2)nc1)c1ccsc1 (stereo not drawn)	-8
CC(NC(C)c1ccc2ccccc2c1)C(=O)Nc1sccc1C#N (stereo not drawn)	-31
CN1CCN(c2ccc(F)cc2C(=O)N(C)Cc2ccsc2)CC1	-3
O=C1NCCN2CCN(C(=O)CCc3ccc(-c4cccs4)o3)CC12 (stereo not drawn)	17
O=C(Nc1ccnn1C1CCN(Cc2cc3ccccc3s2)CC1)C1CCCC1	5
O=C(CCC1CCCN(Cc2ccc(C3CCCCC3)s2)C1)N1CCOCC1 (stereo not drawn)	-9
COC(=O)C(NCc1ccc(Cl)s1)C(C)(C)C (stereo not drawn)	-3
Cc1cc(C)c(C(=O)N2CCN(C(=O)c3cccs3)CC2)cc1C	-12
CCC(=O)N(c1nnc(SCC(=O)c2ccc(C)s2)s1)C1CC1	-6
CN1C(=O)C(Cc2ccc(Br)s2)C(=O)N(C)C1=O	4

Next part
SMILES	mcGAS MS inh
CCN(C(=O)c1ccc(Oc2ccccc2)o1)C1CCS(=O)(=O)C1 (stereo not drawn)	-6
CCCCn1c(N)c(N(CCC)C(=O)C=Cc2ccco2)c(=O)[nH]c1=O	-9
Cc1ccnc(NC(=O)CCc2c(C)nn(-c3nc(C)c(C)c(=O)[nH]3)c2C)c1	-6
CC(C)Oc1ccc(S(=O)(=O)N2CCOCC2)cc1NC(=O)Cn1c(=O)n(C)c2ccccc21	-7
O=S(=O)(c1cc(Cl)cc(Cl)c1)N1CCN(Cc2ccco2)CC1	-2
Cc1c(C(=O)NCc2ccccc2C(F)(F)F)sc(=O)n1CC(=O)N1CCOCC1	-7
CNc1nc(NCc2ccc(C)cc2C)c2sccc2n1	8
COC(=O)c1ccc(CSc2ncnc3c2nnn3C)o1	-5
COC(=O)c1cc2n(n1)CCCN(C(=O)c1cc3nc(C)cc(C)n3n1)C2	-11
CNC(=O)c1nnc2n1CCN(C(=O)c1cccc3c1OCCO3)C2	-6
CCCC(C)CC(=O)C(C#N)c1nc2nccc(C)c2[nH]1 (stereo not drawn)	-7
O=C1CCC(C(=O)N2CCC(Oc3ccc(Cl)cc3)CC2)CN1Cc1ccccn1 (stereo not drawn)	-1
COc1cccc(O)c1CN1CCN(CCC(C)C)C(CCO)C1 (stereo not drawn)	-6
COC(=O)c1ccc(Cn2cc(C(=O)NCc3ccc(OC)c(OC)c3)sc2=O)o1	-4
Cc1cc(C)c(C(=O)NCCCc2nc3ccccc3n2C)c(=O)[nH]1	-18
Nc1nccc(N2CC[C@@H](c3ccc4c(c3)OCO4)[C@H](O)C2)n1	-1
OC(Cc1ccccc1)C1CCN(Cc2cnn3cccnc23)CC1 (stereo not drawn)	-7
CCN1C(=O)c2cc(NS(C)(=O)=O)ccc2Oc2ccccc21	-11
OC(c1ccc(F)cc1)c1ncc(-c2ccc3ccccc3c2)[nH]1 (stereo not drawn)	-5
CCc1nc2ccccc2n1CC(=O)NC1CCCCC1	-10
O=C1CC(N2CCN(S(=O)(=O)c3ccc(Cl)c(Cl)c3)CC2)C(=O)N1C1CC1 (stereo not drawn)	-16
